# Screens (PubChem)
# Growth percent in the NCI-60 one-dose screen (48 h, 10 µM unless noted): 100 = growth as untreated, 0 = no growth, -100 = all killed.
# HL-60(TB) = HL-60(TB) leukemia cells; 78,000 compounds, 9% hits; active means growth percent below 10
# * marks the source's active call; other numbers are inactive results; & = joins results of further samples; [ ] = dose if it differs, or a comment.
O=Cc1cc2ccccc2nc1Oc1ccc(C(F)(F)F)cc1
  HL-60(TB) = 92.0
COc1cc(-c2nc(-c3ccccc3)[nH]c2-c2ccnc(NCCCNS(=O)(=O)c3ccc(C(F)(F)F)cc3)n2)ccc1Cl
  HL-60(TB) = 37.8&13.9
Cc1ccc(S(=O)(=O)NNC(=O)Cn2c(=O)sc3ccccc32)cc1
  HL-60(TB) = 96.8
NC1NNC(=S)S1 (configuration not stated)
  HL-60(TB) = 135.3
O=C(O)Cc1ccc2c(c1)OCO2
  HL-60(TB) = 139.9
CC1(C)CC2C3=CCC4[C@@]5(C)CCC(=O)C(C)(C)C5CC[C@@]4(C)[C@]3(C)CC[C@@]2(C(=O)O)[C@H](O)C1 (some centres not stated)
  HL-60(TB) = 94.6
O=C(CCCCNC(=O)c1cc(=O)c(O)co1)Nc1ccccc1
  HL-60(TB) = 54.7
COc1ccc(C(=O)/C=C/c2cn(-c3ccccc3)nc2-c2ccc(OCc3ccccc3)cc2)cc1
  HL-60(TB) = 77.5
Cc1ccc(S(=O)(=O)N/N=C/c2cn(-c3ccccc3)nc2-c2ccc(S(C)(=O)=O)cc2)cc1
  HL-60(TB) = 83.7
Cc1ccc(CNc2c3ccccc3nc3cc(NC(=O)CCN4CCCC4)ccc23)cc1
  HL-60(TB) = -64.3*
CCOC(=O)C1C(C=C(C)C)C1(C)C (configuration not stated)
  HL-60(TB) = 117.2
O=C(CSc1nc2c(c(=O)[nH]1)CCCC2)NNC(=O)c1ccc(Cl)cc1
  HL-60(TB) = 99.0
c1ccc2cc(-c3n(Cc4ccc5ccccc5n4)c4ccccc4[n+]3Cc3ccc4ccccc4n3)ccc2c1
  HL-60(TB) = -55.1*
CCOC(=O)C1C(=O)C=C(c2ccccc2)CC1c1ccccc1 (configuration not stated)
  HL-60(TB) = 99.5
O=C(Nc1ccncc1)C(=O)c1cn(S(=O)(=O)c2ccc(Br)cc2)c2ccccc12
  HL-60(TB) = 15.3

# Given as tab-separated lines: 3 of the compounds above
mol	HL-60(TB)
CCOC(=O)C1C(=O)C=C(c2ccccc2)CC1c1ccccc1 (configuration not stated)	99.5
CCOC(=O)C1C(C=C(C)C)C1(C)C (configuration not stated)	117.2
COc1cc(-c2nc(-c3ccccc3)[nH]c2-c2ccnc(NCCCNS(=O)(=O)c3ccc(C(F)(F)F)cc3)n2)ccc1Cl	37.8&13.9

# Going on with the list.
CC(C)C(NC(=O)CNC(=O)CN)C(=O)O (configuration not stated)
  HL-60(TB) = 98.9
O=C(NO)c1ccc(O)cc1
  HL-60(TB) = 94.8
COc1ccc(CN2CCc3c(nc(N)nc3Sc3ccccc3)C2)c(OC)c1
  HL-60(TB) = 108.9
CCc1c(Nc2ccc(Cl)c(Cl)c2)[nH]c(N)nc1=S
  HL-60(TB) = 75.1
O=C(Cc1ccccc1)NCCO
  HL-60(TB) = 72.3
Nc1ccn([C@H]2CC[C@@H](CO)O2)c(=O)n1
  HL-60(TB) = 94.5
CC(=O)[C@H]1CC[C@H]2[C@@H]3CCC4=CC(=O)C=C[C@]4(C)[C@H]3C(=O)C[C@]12C
  HL-60(TB) = 91.9
O=C(O)COc1ccccc1OCC(=O)O
  HL-60(TB) = 89.7
C=CCOC(=O)[C@H](C)NC(=O)[C@@H]1CCCN1C(=O)CNC(=O)C(C)(C)C
  HL-60(TB) = 89.4
Clc1ccc(CN2CCCc3ccccc32)cc1
  HL-60(TB) = 106.5
CC(C)=C[C@@H]1C[C@H](O)Cc2ccc(Cl)c(C)c2N1
  HL-60(TB) = 96.1
O=C(CCCCCCC(=O)Nc1ccc(C(=O)/C=C/c2cn(-c3ccccc3)nc2-c2ccc([N+](=O)[O-])cc2)cc1)NO
  HL-60(TB) = 130.1
C=C(C)[C@@H]1CC[C@]2(CO)CC[C@]3(C)[C@H](CC[C@@H]4[C@@]5(C)CCCNC(C)(C)[C@@H]5CC[C@]43C)[C@@H]12
  HL-60(TB) = -51.9*
FCc1ncc(-c2ccc(C(F)(F)F)cc2)c(NC2CCCCCC2)n1
  HL-60(TB) = -25.6*[100 µM]
CC12CCCC(CC(=O)c3[nH]c4ccccc4c31)C2 (configuration not stated)
  HL-60(TB) = -0.6*

COC(=O)C12[C@H]3C(=O)N(c4ccc(C)cc4)C(=O)[C@H]3[C@@H](c3ccc(C)s3)N1[C@H](c1ccc(C)s1)[C@@H]1C(=O)N(c3ccc(C)cc3)C(=O)[C@@H]12
  HL-60(TB) = 113.8
O=C1Nc2cc(-c3ccc(NS(=O)(=O)c4ccc(C(F)(F)F)cc4)cc3)ccc2/C1=C/c1ccc[nH]1
  HL-60(TB) = 1.8*
CN1CCCCC1CCN1c2ccccc2Sc2ccc(S(C)=O)cc21 (configuration not stated)
  HL-60(TB) = 98.7
CC1(CC(=O)Nc2ccccc2)Nc2cc(Cl)ccc2-c2ccnn21 (configuration not stated)
  HL-60(TB) = 107.2
Oc1ccccc1NC(=S)Nc1ccccc1O
  HL-60(TB) = 93.9
Nc1cc(Nc2ccc(I)cc2)nc(N)n1
  HL-60(TB) = 99.1
COc1ncc(-c2ccc3ncnc(Nc4cccc(Cl)c4)c3c2)cc1N(S(C)(=O)=O)S(C)(=O)=O
  HL-60(TB) = 49.7
COC(=O)c1nnn(CC(N)=O)c1CCNC(=O)c1ccccc1C(=O)O
  HL-60(TB) = 96.7
CCCCc1ccc(C(CC(=O)c2ccc(Br)cc2)c2ccc(Br)cc2)cc1 (configuration not stated)
  HL-60(TB) = 100.4
Cc1ccc(/C=C2\Oc3ccc(O)c(O)c3C2=O)cc1
  HL-60(TB) = 14.7
COc1ccc2nc(-c3ccc(Cl)cc3)cc(C(=O)N3N=C(c4ccc(N)cc4)CC3c3ccc(Cl)cc3)c2c1 (configuration not stated)
  HL-60(TB) = 86.2
O=C1N[C@@H]2NC(=[N+]3CCOCC3)N[C@@H]2N1
  HL-60(TB) = 98.0
O=C(O)c1cc2cc(O)ccc2[nH]1
  HL-60(TB) = 95.4
C#CCn1c(-c2cccc(OCCCCl)c2)nc2c1c(=O)n(C)c(=O)n2C
  HL-60(TB) = -15.7*
c1ccc2[nH]c(-c3ccc(C4NCCc5c4[nH]c4ccccc54)cc3)nc2c1 (configuration not stated)
  HL-60(TB) = 97.9

COc1ccc(C2(SCCNCc3cc(N(C)C)ccn3)c3ccccc3C=Cc3ccccc32)cc1
  HL-60(TB) = -21.8*
Cc1cc(C)c(NC(=O)N(CCCl)N=O)cc1C
  HL-60(TB) = 128.1
CNCCNc1nc2ccccc2c2c(=O)c3cc(OC)ccc3sc12
  HL-60(TB) = -52.9*
CC(=O)N1c2ccccc2C=CC1C#N (configuration not stated)
  HL-60(TB) = 92.8
O=C(O)CCC(=O)/C=C/c1ccc([N+](=O)[O-])cc1
  HL-60(TB) = 94.0
CN1CCN(c2ccncc2S(=O)(=O)N2CCCC2)CC1
  HL-60(TB) = 129.9
COc1nccc2cc3c(=O)n4c(cc5cc(Cl)ncc54)c(=O)n3c12
  HL-60(TB) = 109.5
O=C(Oc1cccc2cccnc12)c1ccccc1
  HL-60(TB) = 93.7
COc1cc(/C=C/c2cc(/C=C/c3ccc(O)c(OC)c3)n(-c3ccccc3)n2)ccc1O
  HL-60(TB) = -42.2*
O=c1[nH][n+](-c2ccc(Br)cc2)no1
  HL-60(TB) = 20.2
CC(C(=O)c1ccccc1)C(=O)C(F)(F)F (configuration not stated)
  HL-60(TB) = 91.6
O=C(Nc1ccccc1Cl)OCCN1CCOCC1
  HL-60(TB) = 108.4
COc1cc(CCCO)c(OC)c2c1OCO2
  HL-60(TB) = 99.4
CC(C)c1cc(Cl)cc(C(C)C)c1OCCN(C)C
  HL-60(TB) = 84.7
C#Cc1cccc(NC(=O)C2CCN(S(=O)(=O)F)CC2)c1
  HL-60(TB) = 89.7[8.25 µM]

# 5 entries from above, as comma-separated lines.
smiles,HL-60(TB)
COc1nccc2cc3c(=O)n4c(cc5cc(Cl)ncc54)c(=O)n3c12,109.5
O=C(Oc1cccc2cccnc12)c1ccccc1,93.7
COc1cc(/C=C/c2cc(/C=C/c3ccc(O)c(OC)c3)n(-c3ccccc3)n2)ccc1O,-42.2*
O=c1[nH][n+](-c2ccc(Br)cc2)no1,20.2
CC(C(=O)c1ccccc1)C(=O)C(F)(F)F (configuration not stated),91.6

# The list continues:
COc1ccc(NC(=S)N(CCC#N)C2CCCCC2)cc1
  HL-60(TB) = 98.4
CN[C@]1(c2ccccc2Cl)CCCC[C@@H]1NCCCN1CCN(C)CC1
  HL-60(TB) = 97.1
CC[C@H](C)[C@H](NC(=O)CN(C)C)C(=O)N(C)[C@H](C(=O)NC12C3C4C1C1C2C3C41C(=O)N[C@@H](Cc1ccccc1)C[C@H](C)C(=O)OC)C(C)C (some centres not stated)
  HL-60(TB) = 105.9
O=C1/C(=C\c2cn(C(=O)c3ccc(Cl)cc3)c3ccccc23)c2ccccc2N1c1c(Cl)cccc1Cl
  HL-60(TB) = 102.6
Cc1ccc(S(=O)(=O)Oc2ccc(-c3ccc4sccc4c3)cc2)cc1
  HL-60(TB) = 96.7
C/C(=N/NC(N)=S)c1sc(Nc2cccc(C)c2)nc1C
  HL-60(TB) = 79.6
CC[C@@H](c1ccc2cc(OC)ccc2c1)C(C)(C)C(=O)F
  HL-60(TB) = 103.7
COc1cc(-c2cc(-c3cc(OC)c(OC)c(OC)c3)nc3nc(N)[nH]c(=O)c23)ccc1Oc1ccnc2cc(Cl)ccc12
  HL-60(TB) = 11.4
Cc1cc(=O)[nH]c2ccc(Cc3ccccc3)cc12
  HL-60(TB) = 55.2
CCCCCCCCCCCCCCOC(=O)CSC#N
  HL-60(TB) = 114.6
N#Cc1c(-c2cccs2)cc(-c2cnccn2)nc1SCC(=O)Nc1ccc(Br)cc1
  HL-60(TB) = 107.5
CCCNCC(=O)Nc1ccc(C(=O)OC(C)(C)CC)cc1
  HL-60(TB) = 89.8
Cn1c(=O)[nH]c(=O)c2nc(/C=C(\O)c3ccc(Br)cc3)c(=O)[nH]c21
  HL-60(TB) = 101.5
Nc1cc2cccnc2cc1Cl
  HL-60(TB) = 55.3
O=[N+]([O-])c1ccc(O)cc1
  HL-60(TB) = 108.4

Cc1nn(-c2ccccc2)c2nc3c(nc12)C1=NCCN1C(c1ccc2c(c1)OCO2)N3 (configuration not stated)
  HL-60(TB) = 91.9
CC1(C)CC(OCCCC[P+](c2ccccc2)(c2ccccc2)c2ccccc2)CC(C)(C)N1O
  HL-60(TB) = -37.4*
CC(C)CCC[C@@H](C)[C@H]1CCC2C3=CCC4C(=O)C=CC(=O)C4C3CC[C@@]21C (some centres not stated)
  HL-60(TB) = -5.5*
Nc1ccc(Br)c2ccccc12
  HL-60(TB) = 43.7
C#Cc1ccc(NC(=O)c2sc3nc4c(cc3c2N)CCCCC4)cc1
  HL-60(TB) = 99.0
OC(CN1CCOCC1)CN1CCOCC1
  HL-60(TB) = 100.6
COc1ccc(C(=O)COc2ccc(/C=C3\COc4ccccc4C3=O)cc2)cc1
  HL-60(TB) = 84.6
CC1(C)CC(=O)C2=C(C1)OC(C(=O)c1ccc(N=[N+]=[N-])cc1)C2c1ccc(Br)cc1 (configuration not stated)
  HL-60(TB) = 106.6
CC(=O)N[C@H](C(=O)N[C@@H](CCCNC(=N)N)C(=O)N[C@@H](CCCCN)C(=O)N[C@@H](CCCNC(=N)N)C(=O)NC(C(=O)N[C@@H](CC(C)C)C(=O)N[C@@H](CCCNC(=N)N)C(=O)N[C@]1(C)CCCCCC/C=C/CCC[C@@](C)(C(=O)N[C@H](C(=O)N[C@@H](CCC(=O)O)C(N)=O)C(C)C)NC(=O)[C@H](CCC(=O)O)NC(=O)[C@H](CCCNC(=N)N)NC(=O)[C@H](CCC(=O)O)NC(=O)[C@H](CCC(N)=O)NC(=O)[C@H](CC(C)C)NC(=O)[C@H](CC(C)C)NC1=O)[C@@H](C)O)C(C)C (some centres not stated)
  HL-60(TB) = 101.6
CSc1nsc(NN)n1
  HL-60(TB) = 66.7
COc1ccc(-c2nc(-c3cn(C)c4ncccc34)cs2)cc1
  HL-60(TB) = 13.0[100 µM]
O=C(Nc1ccccn1)c1noc2ccccc12
  HL-60(TB) = 74.7
Cn1c(=O)c2c(nc(N/N=C/c3ccccc3Br)n2C)n(C)c1=O
  HL-60(TB) = 110.5
CCOc1ccc(C=C(C#N)C#N)cc1
  HL-60(TB) = 92.0
Cc1cc2c(cc1C)Nc1sc(NC(=O)CN3CCOCC3)nc1C(=O)N2
  HL-60(TB) = 76.3

# Given with bars between the fields: part of the list above.
SMILES | HL-60(TB)
CC1(CC(=O)Nc2ccccc2)Nc2cc(Cl)ccc2-c2ccnn21 (configuration not stated) | 107.2
Oc1ccccc1NC(=S)Nc1ccccc1O | 93.9
Nc1cc(Nc2ccc(I)cc2)nc(N)n1 | 99.1
COc1ncc(-c2ccc3ncnc(Nc4cccc(Cl)c4)c3c2)cc1N(S(C)(=O)=O)S(C)(=O)=O | 49.7
COC(=O)c1nnn(CC(N)=O)c1CCNC(=O)c1ccccc1C(=O)O | 96.7
CCCCc1ccc(C(CC(=O)c2ccc(Br)cc2)c2ccc(Br)cc2)cc1 (configuration not stated) | 100.4
Cc1ccc(/C=C2\Oc3ccc(O)c(O)c3C2=O)cc1 | 14.7

# Continuation:
C/C=C/c1ccc(OC)cc1
  HL-60(TB) = 111.3
CC(=O)c1c(OCCN2CCCCC2C)ccc2c(C)cc(=O)oc12 (configuration not stated)
  HL-60(TB) = 90.3
O=C(NN1C(=O)c2c(Cl)c(Cl)c(Cl)c(Cl)c2C1=O)c1ccc(OCc2nc3ccc(Cl)cc3[nH]2)cc1
  HL-60(TB) = 79.2
CCOC(=O)c1c(SC)nn(-c2cc(=O)[nH]c3ccc(OC)cc23)c1N
  HL-60(TB) = 101.1
CCCCC[C@H]1CC=C2C(=O)C(Cl)=C[C@@H]2CC=CCCCC(=O)O[C@@H](CCCCC)CC=C2C(=O)C(Cl)=C[C@@H]2CC=CCCCC(=O)O[C@@H](CCCCC)CC=C2C(=O)C(Cl)=C[C@@H]2CC=CCCCC(=O)O1
  HL-60(TB) = 8.3*[8 µM]
CN(C)c1ccc(/C=C2\c3ccccc3-c3ccc([N+](=O)[O-])cc32)cc1
  HL-60(TB) = 88.3
CC(C)c1cccc(OCC(=O)O)c1OCC(=O)O
  HL-60(TB) = 92.8
O=c1c2cc3ccncc3n2c(=O)c2cc3ccncc3n12
  HL-60(TB) = 84.8
O=C1CSC(c2ccccc2Cl)N1c1nnc(-c2ccncc2)o1 (configuration not stated)
  HL-60(TB) = 95.2
COc1cc(Sc2nc3ccccc3o2)cc(OC)c1OC
  HL-60(TB) = 94.0

# An excerpt. The share of hits here may be higher or lower than overall.
